Dengue-2 NS5 capping: flavivirus cap methylation enzyme inhibition – biochemical, confirmation dose response, primary screen (AID 588689); Dengue-2 NS5 methyltransferase capping enzyme assay, biochemical; higher % means a stronger effect; inhibition, % at 25 µM, or IC50 in µM where a hit was titrated; 340,000 tested, 0.3% active; in the data active = a potency from the dose series; inconclusive = inhibition above about 29% without an active follow-up result
UTI89 phage lysis: protection from phage-mediated lysis, alamar blue read-out – E. coli UTI89, K1F phage, bacterial capsule biogenesis inhibitors (AID 488966) | 340,000 tested, 0.02% active | E. coli UTI89 K1F phage lysis, alamar blue, 2 h; higher % means a stronger effect | inhibition, % at 100 µM; hits with a dose series show IC50 in µM;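 active = phage lysis inhibition, versus mean bacterial control, above a set limit; inconclusive = no clear call, values can overlap the other calls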;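 note: capsule biogenesis inhibitors block K1F phage lysis so surviving cells raise fluorescence; higher fluorescence means more inhibition of phage lysis; actives were called in the ten point dose series up to 300 µM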
Dengue-2 NS5 capping pilot replicate: recorded beside Dengue-2 NS5 capping, whose call it bears; inhibition, %; measured here: pilot screen replicate inhibition
The depositor's hits bear a star; ? = inconclusive; [ ] = another dose, or the depositor's remark. An excerpt; the hit share may differ from the screen's.

SMILES | Dengue-2 NS5 capping | UTI89 phage lysis | others
CN(C(=O)c1cccc(NC(=O)Cc2ccc(NC(=O)C3CCCN(S(=O)(=O)c4cccc([N+](=O)[O-])c4)C3)cc2)c1)C1CCCC1 (centres undefined) | 0% | 0.2% | Dengue-2 NS5 capping pilot replicate=-4.5
COC(=O)[C@@]1(C)[C@H]2C(=O)N(C)C(=O)[C@H]2[C@H]2CN=C(SC)N21 | -1% | 0.3% | Dengue-2 NS5 capping pilot replicate=-0.9
CC(C)C[C@@H](CN1CCCC1CN1C(=S)NC[C@@H]1Cc1ccc(O)cc1)N1C[C@H](Cc2ccccc2)N(CCc2ccccc2)C1=S (some centres undefined) | -3% | 0.4% | Dengue-2 NS5 capping pilot replicate=0.6
CCN(CC)C(=O)[C@H]1C[C@H](CC(=O)NCC23CC4CC(CC(C4)C2)C3)C(=O)N2CCc3c([nH]c4cc(CCC(=O)N(C)C)ccc34)[C@]12C | 1% | -0.1% | Dengue-2 NS5 capping pilot replicate=2.8
COc1cc(-c2noc(C)c2C(=O)NCc2ccc3c(c2)OCO3)cc(OC)c1OC | -1% | -0.8%
O=[N+]([O-])c1ccc(NN=Cc2ccc3c(c2)OCO3)nc1 | 19% | 0.3%
O=C(CNC(=O)c1ccc(C(F)(F)F)cc1)NC1CC1 | 4% | -0.3%
C[C@@]12C(=O)N(CC3CCCO3)CC(=O)N1[C@H]1c3cc(Cl)ccc3OC[C@@H]1[C@@H]2c1ccccc1 (some centres undefined) | -6% | 0.4%
CCCCc1ccc(NS(=O)(=O)c2cccc(C(=O)N3CCNC(=O)C3)c2)cc1 | 0% | 3.7%[50 µM]
COc1ccc(CCNC(=O)COC(=O)C2CC2)cc1OC | -5% | 0.7%
C[C@@H]1COC(=O)[C@H](Cc2ccc(F)cc2)C/C=C\C[C@@H](CC(=O)N[C@H](CO)Cc2ccccc2)C(=O)N1 | -4% | 2.0%
COc1ccc(C(=O)NCc2ccccc2C)cc1S(=O)(=O)NC1CCCC1 | -1% | 0.8%[50 µM]

Next part; it opens with the six that closed the last part.
SMILES | Dengue-2 NS5 capping | UTI89 phage lysis | others
O=C(CNC(=O)c1ccc(C(F)(F)F)cc1)NC1CC1 | 4% | -0.3%
C[C@@]12C(=O)N(CC3CCCO3)CC(=O)N1[C@H]1c3cc(Cl)ccc3OC[C@@H]1[C@@H]2c1ccccc1 (some centres undefined) | -6% | 0.4%
CCCCc1ccc(NS(=O)(=O)c2cccc(C(=O)N3CCNC(=O)C3)c2)cc1 | 0% | 3.7%[50 µM]
COc1ccc(CCNC(=O)COC(=O)C2CC2)cc1OC | -5% | 0.7%
C[C@@H]1COC(=O)[C@H](Cc2ccc(F)cc2)C/C=C\C[C@@H](CC(=O)N[C@H](CO)Cc2ccccc2)C(=O)N1 | -4% | 2.0%
COc1ccc(C(=O)NCc2ccccc2C)cc1S(=O)(=O)NC1CCCC1 | -1% | 0.8%[50 µM]
COc1cccc(C2CC(c3ccccc3Cl)Nc3ncnn32)c1 (centres undefined) | -1% | 0.4% | Dengue-2 NS5 capping pilot replicate=-2.4
CCCCn1c(N)c(N(CC(C)C)C(=O)COc2cc(C)ccc2Cl)c(=O)[nH]c1=O | -4% | 0.7%[50 µM]
COc1ccc(C(=O)COC(=O)C2CCN(c3ccc(C(F)(F)F)cn3)CC2)c(OC)c1 | -2% | 1.0%[50 µM]
COC(=O)[C@]1(C)N[C@H](CN(C)S(=O)(=O)c2ccc(-c3ccccc3)cc2)[C@@H]2C(=O)N(Cc3ccccc3)C(=O)[C@@H]21 | -7% | 0.1% | Dengue-2 NS5 capping pilot replicate=1.5
CCCSc1ccc([C@@H]2[C@@H]3C(=O)N(CC)C(=O)[C@@H]3[C@]3(C(=O)OC)CCCCN23)cc1OC | -3% | -1.6%
COc1cc(C2c3cc4c(cc3OC(C)(N3CCCC3)C2C)OCO4)cc(OC)c1OC (centres undefined) | -5% | 0.8%
Cc1ccc(NS(=O)(=O)c2ccc(C(=O)NCc3ccc(S(N)(=O)=O)cc3)cc2)cc1 | 5% | -3.3%
CN(CC(=O)Nc1cccc(F)c1)CC(=O)Nc1ccccc1-c1ccccc1 | 1% | -1.7%
O=C(COC(=O)CNS(=O)(=O)c1cccc(F)c1)NCCc1ccccc1 | 4% | 1.3%[50 µM]
CON(C)C(=O)CC(CNC(=O)OC(C)(C)C)c1ccc(Cl)cc1 (centres undefined) | 5% | -0.5%
O=C(/C=C/c1ccc(S(=O)(=O)N2CCOCC2)cc1)Nc1cc(F)ccc1F | -6% | -1.5%
Cc1nc2c(cnn2CCO)c(=O)[nH]1 | -5% | -0.6%
CC(C)CN(C(=O)CSc1nc2ccccc2[nH]1)C1CCS(=O)(=O)C1 (centres undefined) | 0% | 1.6%[50 µM]
Cc1cc(C)cc(N(CCC#N)C(=O)CSc2nc3ccccc3c(=O)[nH]2)c1 | 4% | -1.4%
CCCNC(=O)CSc1ccc(S(=O)(=O)N2CCCCC2)cn1 | -5% | 0.5%[50 µM]
CC(NC(=O)CNC(=O)c1ccccc1Br)c1cccs1 (centres undefined) | -5% | 1.4%[50 µM]
Cc1ccc(OCC(=O)OCC(=O)Nc2ccc3c(c2)OCO3)cc1C | -4% | 0.8%[50 µM]
O=S(=O)(Cc1ccccc1)NC1c2ccccc2Oc2ccccc21 | 1% | -1.1%
COC(=O)[C@]1(Cc2ccccc2)N[C@H](CN(C)C(=O)c2ccc(F)cc2)[C@@H]2C(=O)N(C)C(=O)[C@@H]21 | -7% | 0.2% | Dengue-2 NS5 capping pilot replicate=-7.3
Nc1[nH]c(=O)nc2snnc12 | 1% | 3.1%
CN(C)c1ccc(S(=O)(=O)NCC(=O)N2CCN(S(=O)(=O)c3cccc(F)c3)CC2)cc1[N+](=O)[O-] | 2% | 0.7%[50 µM]
CCc1nc(N)nc(N)c1-c1ccc(N(C)Cc2ccccc2)c([N+](=O)[O-])c1 | -4% | -0.4%
CCN(CC)S(=O)(=O)c1cc(C(=O)Nc2cc(S(=O)(=O)N3CCOCC3)ccc2N2CCCC2)ccc1F | 3% | -0.2%[50 µM]
O=C(Cc1ccccc1)c1ccccn1 | -56% | 0.6%
CCOC(=O)C1=C(COC(=O)c2ccc(OC)c(S(=O)(=O)N3CCOCC3)c2)NC(=O)NC1C (centres undefined) | -4% | 0.7%[50 µM]
COC(=O)[C@]1(C)N[C@H](CN(C)S(=O)(=O)c2ccc(C)cc2)[C@@H]2C(=O)N(C)C(=O)[C@@H]21 | -4% | -0.1% | Dengue-2 NS5 capping pilot replicate=0.3
C=CCC[C@H](Cc1ccc(F)cc1)C(=O)OC[C@H](Cc1c[nH]c2ccccc12)NC(=O)[C@H](CC=C)CC(=O)N(CCO)Cc1ccccc1 | -6% | -0.2%
CC(C)=C1CCC(C)CC1=NNC(N)=S (centres undefined) | 8% | -0.1%
O=C(NNC(=O)c1ccccc1-n1cccc1)c1cncc(Br)c1 | 4% | 0.7%[50 µM]
Cc1cc(-c2ccccc2)nc(N/N=C/c2ccc(O)cc2)n1 | -9% | 0.4%[50 µM]
CCCCn1c(N)c(N(C)C(=O)c2cc3c(F)cccc3s2)c(=O)[nH]c1=O | 5% | 0.2%[50 µM]
O=C(COC(=O)CCC(=O)c1ccc(F)cc1)NC1CCCCC1 | 10% | -1.6%
O=[N+]([O-])c1ccc(NS(=O)(=O)c2ccccc2)c(Cl)c1 | -4% | 2.8%
O=C(NC1CCCCC1)c1ccc(-c2ccccc2F)o1 | -9% | -5.4%
CC[C@]12c3[nH]c4ccc(Cl)cc4c3CCN1C(=O)[C@@H](CC(=O)NCC13CC4CC(CC(C4)C1)C3)C[C@@H]2C(=O)N1CCN(C(=O)C2CC2)CC1 | 3% | 0.1% | Dengue-2 NS5 capping pilot replicate=-1.2
CC(=O)c1ccc(S(=O)(=O)N2CCN(C(C)C(=O)N(C)Cc3ccccc3)CC2)cc1 (centres undefined) | -1% | -0.4%
COc1ccc(OC)c(S(=O)(=O)N2CCCC(C(=O)NC3CC3)C2)c1 (centres undefined) | -4% | 0.3%
O=C(CSc1nnc(-c2cccc(Br)c2)o1)N1CCNC1=O | -6% | 0.8%[50 µM]
O=C(Nc1ccc2ccccc2c1)c1ccccc1[N+](=O)[O-] | -6% | -0.7%
O=C1[C@H](Cc2ccccc2)NCC=CC[C@H](c2ccc(Cl)cc2)N1Cc1ccc(Cl)cc1 | -1% | -0.8%
CCN(CC)C(=O)[C@H]1C[C@H](CC(=O)NCCc2ccccn2)C(=O)N2CCc3c([nH]c4ccc(Cl)cc34)[C@]12C | -1% | -0.5%
Oc1c(Cl)cc(Oc2cc(Cl)c(O)c(CN3CCOCC3)c2)cc1CN1CCOCC1 | 13% | ?
COc1cc2c[n+](C)c3c4ccccc4ccc3c2cc1OC | -2% | 1.9%
Nc1ccc(N2CCCC2)c(S(=O)(=O)Nc2cccc(C(F)(F)F)c2)c1 | -11% | -1.6%
Cc1ccc(OCC(=O)Nc2ccc(-n3cnnn3)cc2)c(C)c1 | 1% | 0.0%[50 µM]
CC(C)N(C(=O)[C@H]1CC(CC(=O)NCc2cccc(C(F)(F)F)c2)C(=O)N2CCc3c([nH]c4ccccc34)[C@]12C)C(C)C (some centres undefined) | 0% | 0.1% | Dengue-2 NS5 capping pilot replicate=4.0
O=C(CC(O)c1ccccc1)Nc1ccccn1 (centres undefined) | -8% | -0.9%
C/C=C(\C)C(=O)OC1[C@H](OC(C)=O)C2(CO)C(CC1(C)C)C1=CCC3C4(C)CCC(O[C@@H]5O[C@H](C(=O)O)[C@@H](O[C@@H]6O[C@H](CO)[C@@H](O)[C@H](O)[C@H]6O)[C@H](O)[C@H]5O[C@H]5O[C@H](CO)[C@@H](O)[C@H](O)[C@H]5O)[C@](C)(CO)C4CCC3(C)[C@]1(C)C[C@H]2O (some centres undefined) | 4% | 8.0%

Some of these compounds in order of length of the SMILES, smallest number first:
SMILES | Dengue-2 NS5 capping | UTI89 phage lysis | others
O=C(CC(O)c1ccccc1)Nc1ccccn1 (centres undefined) | -8% | -0.9%
COc1cc2c[n+](C)c3c4ccccc4ccc3c2cc1OC | -2% | 1.9%
C/C=C(\C)C(=O)OC1[C@H](OC(C)=O)C2(CO)C(CC1(C)C)C1=CCC3C4(C)CCC(O[C@@H]5O[C@H](C(=O)O)[C@@H](O[C@@H]6O[C@H](CO)[C@@H](O)[C@H](O)[C@H]6O)[C@H](O)[C@H]5O[C@H]5O[C@H](CO)[C@@H](O)[C@H](O)[C@H]5O)[C@](C)(CO)C4CCC3(C)[C@]1(C)C[C@H]2O (some centres undefined) | 4% | 8.0%

Next section
SMILES | Dengue-2 NS5 capping | UTI89 phage lysis | others
CN(C(=O)COC(=O)c1ccc(Br)c(S(=O)(=O)N2CCOCC2)c1)C1CCCCC1 | 7% | -1.4%
CN(c1ccc(F)cc1)S(=O)(=O)c1ccc(Cl)c(C(=O)NCC(c2ccco2)N2CCCCC2)c1 (centres undefined) | -3% | -0.6%[50 µM]
NC(=O)c1ccc(NC(=O)COC(=O)c2cc3c(s2)CCC3)cc1 | -6% | 2.3%
O=c1nc2onnc2c(C=NO)[nH]1 | 4% | -4.2%
CON(C)C(=O)CC1(CN(Cc2ccccc2)C(=O)OC(C)(C)C)CCCCC1 | -6% | -0.8%
Cc1cc(C)n2nc(C(=O)OCC(=O)NCc3ccc(F)cc3)nc2n1 | -10% | 0.7%[50 µM]
C[C@@H]1CC=C[C@@H]2[C@H]1C(=O)N(Cc1ccccc1)[C@H]2c1cccc(C#Cc2ccccc2)c1 | -4% | -0.1% | Dengue-2 NS5 capping pilot replicate=-5.4
CCOC(=O)CN(C(=O)CSc1nnnn1C)c1ccccc1 | -6% | 5.8%
CCOCCCn1c(SCC(=O)Nc2oc(C)c3c(C)n[nH]c(=O)c23)nc2ccccc2c1=O | 7% | 0.2%[50 µM]
O=C(COC(=O)c1cc(=O)[nH]c2ccccc12)NCc1ccccc1Cl | -8% | 0.5%[50 µM]
Cc1ccc(OCC(=O)O)c(O)c1 | 7% | -2.4%
Cc1ccc(C=NNc2ccc([N+](=O)[O-])cn2)cc1 | -5% | -2.9%
CN(C(=O)C=Cc1ccco1)c1ccccc1 | 2% | -1.1%
Cc1ccc(OC(=O)c2ccccc2)cc1C | -7% | 2.6%
O=C(COC(=O)c1ccc(F)cc1)NCC1CCCCC1 | -2% | -0.8%
O=C(O)C(Cc1ccc(OS(=O)(=O)Cc2ccccc2)cc1)NS(=O)(=O)Cc1ccccc1 (centres undefined) | 12% | -1.4%
CN(C)C(=O)CCc1ccc2c3c([nH]c2c1)[C@]1(CCC2CCCC2)[C@@H](C(=O)N2CCOCC2)C[C@H](CC(=O)NCC24CC5CC(CC(C5)C2)C4)C(=O)N1CC3 | -5% | 0.1% | Dengue-2 NS5 capping pilot replicate=0.0
O=C(CCSCCC(=O)NN=Cc1ccccc1O)NN=Cc1ccccc1O | -1% | -1.9%
COc1ccc(C2CC(c3ccccc3)=NN2C(=O)COC(=O)c2cccc(N)c2)cc1 (centres undefined) | 4% | -0.1%[50 µM]
COc1ccc(C(CNC(=O)c2cccc(NS(=O)(=O)c3ccccc3)c2)N2CCCC2)cc1 (centres undefined) | -1% | 0.7%[50 µM]
Cc1ccc(S(=O)(=O)N(CCC(=O)NCC(c2ccccc2)N(C)C)c2ccccc2)cc1 (centres undefined) | -5% | 0.7%[50 µM]
O=c1cc2c(c(-c3ccccc3)n1Cc1ccccc1)[C@H](CCO)NC2 | -3% | 0.1% | Dengue-2 NS5 capping pilot replicate=-2.8
O=C1c2ccccc2C(=O)N1N(c1ccccc1)c1ccccc1 | 0% | -1.8%
O=S(Cc1ccccc1)Cc1ccccc1 | -7% | 6.4%
O=C(Cn1cnc2ccccc2c1=O)NNC(=O)c1ccccc1F | 8% | 3.4%
C[C@H](CO)N1C[C@H](C)[C@@H](CN(C)S(=O)(=O)c2ccc(F)cc2)Oc2ccc(NC(=O)Cc3ccccc3)cc2C1=O | -2% | 0.8%
